b-catenin transl: modulators of beta-catenin nuclear translocation, primary screen, imaging, HeLa cells, immunofluorescence, high-content; nuclear translocation activity, % at 5 µM; 0.3% of 190,000 active;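 active means nuclear translocation activity above 50% at 5 µM, with a well cell count of 50 or more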;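 further: per-cell ratio of nuclear to cytoplasmic median beta-catenin stain intensity; plate controls were DMSO negative control for no effect and GSK-3 inhibitor IX positive control for full effect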
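System: HeLa cells, endogenous beta-catenin; compound dosing: 5 µM primary single dose, 0.1% DMSO, 0.02–20 µM confirmation series; incubation: 24 h compound exposure at 37°C, 5% CO2; signal: beta-catenin immunofluorescence imaging with DAPI; evaluation: % activation, nuclear-to-cytoplasmic median beta-catenin signal ratio per cell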
Dynein cargo inh: inhibitors of GR-EGFP nuclear translocation, primary screen, dynein cargo transport inhibitor project, imaging, high-content, 3617.4 mouse cells. 0.47% of 220,000 active. AID 1381, 2008. test concentration mostly 20 µM; stimulated with dexamethasone, 1 µM; active compounds read low. z-score, hits read low;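 active means plate z-score of nuclear minus cytoplasmic receptor signal below a set negative limit, without overly bright fluorescence or cell loss, cut at about -3.5 in these data, passing the limit was not always enough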;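 further: z-score of nuclear minus cytoplasmic ring GR-EGFP intensity difference per well; some compounds called inactive have numbers as strong as hits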
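Buffer or medium: Induction medium lacking tetracycline, stripped serum | Also added: Dexamethasone agonist, 1.0 µM final, for 30 min | Timing: 48 h induction, 1 h compound, 30 min dex at 37 °C | Detection: Formaldehyde fixation, Hoechst nuclear stain, 10x automated fluorescence imaging | Measure: Nuclear versus cytoplasmic GR-EGFP signal, averaged per well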
MT stabilizer: microtubule stabilizers in HeLa cells, primary screen, imaging, high-content imaging; HeLa tubulin immunostaining HCS, 24 h; share of cells brighter than vehicle mean+2SD; % tubulin-high responders, % at 10 µM; 0.83% of 200,000 active;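 active means plate Z-score above 3 for both tubulin-high and condensed-nucleus cell shares, with cell loss under 80%, at 10 µM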;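 further: anti alpha tubulin signal scored within the nucleus-defined area of each cell; some results filed as inactive read as strong as hits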
Ins promoter up: insulin promoter activators in MIN6 cells, imaging, high-content screening, mouse beta cells; AID 1625, 2009; 0.3% of 190,000 active; MIN6 insulin promoter-GFP reporter; active compounds read high; z-score at 5 µM;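 active means z-score above 3 at 5 µM with at least 500 cells counted in the well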
T cell modulator: modulators of CD8 T cell-vesicle binding, primary screen, mouse 2C CD8+ T cells, flow cytometry; 0.068% of 330,000 active; 2C CD8+ T cell-vesicle binding; active compounds read low; calls only at 7 µM;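 active means response, share of CD8 T cells binding vesicles, and their 90th percentile fluorescence all below set limits, cut at about 80% in these data, passing the limit was not always enough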
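material = purified 2C TCR transgenic mouse naive CD8+ T cells | controls = Unloaded micro-vesicles (low), QL9 vesicles with 0.7% DMSO (high) | detection = cytometric PE anti-B7-1 and Alexa647 anti-CD8 signals after 1% paraformaldehyde fixation | incubation = binding step 1.5 h, 37 °C, antibody labelling 20 min, ice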
TNAP activation fold: human TNAP enzyme activators, primary screen, biochemical, luminescent, no phosphate acceptor, uHTS (AID 1001); purified TNAP, luminescent activation assay, no phosphate acceptor; higher activation fold means a stronger effect; activation fold at 20 µM; hits with a dose series show EC50 in µM; 0.03% of 200,000 active; in the data active means activation fold from about 3, or a potency from the dose series; inactive means the rest, 99 in 100 with activation fold below about 1.6; further: many of its hits are not listed in these tables
PMI inhibitors: inhibitors of human PMI, primary screen, biochemical, fluorescence intensity, coupled assay (AID 1209); 0.42% of 190,000 active; purified PMI enzyme, coupled fluorescence intensity; higher % means a stronger effect; inhibition, % at 20 µM, or IC50 in µM where a hit was titrated; Mannose-6-phosphate isomerase (Homo sapiens); in the data active means inhibition above about 50%;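 further: plate controls were DMSO vehicle for no effect and wells lacking substrate for full effect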
Hep lipid drop: inhibitors of hepatocyte lipid droplet formation, primary screen, imaging, high-throughput imaging, BODIPY stain. AID 1656, 2009. 0.4% of 240,000 active. AML12 mouse hepatocytes, oleate lipid droplets. inhibition, % at 6.5 µM;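 active means lipid droplet intensity inhibited by at least 50%, with more than 500 cells counted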
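System: AML12 hepatocytes (mouse). Probe or stimulus: oleic acid at 100 µM to induce lipid droplet formation. Times: overnight treatment with compound plus oleate. Detection: Image-based BODIPY and DAPI two-channel analysis. Evaluation: percent inhibition of filter-corrected integrated lipid droplet intensity per well.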
Myeloid diff 2: induction of myeloid progenitor differentiation, primary screen, cell-based, flow cytometry, MLPCN library; ER-HoxA9 myeloid progenitors, lysozyme-GFP differentiation; AID 624256, 2012; calls only at 10 µM; 1% of 360,000 active;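 active means normalized GFP-positive differentiation at or above the plate's own cutoff, the solvent-only control mean plus 3 SD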;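 further: cells exposed to compound for four days before flow analysis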
Dynein cargo inh cytoplasmic EGFP: recorded beside Dynein cargo inh, whose call it bears; z-score; measured here: cytoplasmic GR-EGFP intensity; active compounds read high
Dynein cargo inh nuclear GR-EGFP: second read-out of Dynein cargo inh, no call of its own (marks repeat the call); z-score; measured here: nuclear GR-EGFP intensity;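 lower value marks the stronger effect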
Dynein cargo inh cell count: recorded beside Dynein cargo inh, whose call it bears; z-score; measured here: cell count per field
Ins promoter up cell count: recorded beside Ins promoter up, whose call it bears; cell count; measured here: cytotoxicity, nuclei count;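 total cells summed across four imaged fields per well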
Hep lipid drop cells 6.5 µM: second read-out of Hep lipid drop, no call of its own (marks repeat the call); cell count; measured here: cell count, cytotoxicity flag;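 cells counted across two imaged fields per well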
b-catenin transl cell count 5 µM: also measured in b-catenin transl; calls as there; cell count; measured here: cell count, cytotoxicity flag
T cell modulator vesicle-bound %: further read-out of T cell modulator, marked with its call; double positive events, %; measured here: CD8+ vesicle-bound cell fraction;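 binding gate set so that unloaded-vesicle control wells show 10% double positive cells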
MT stabilizer Hoechst-high %: recorded beside MT stabilizer, whose call it bears; % Hoechst-high responders; measured here: nuclear condensation Hoechst responders;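 share of cells brighter than vehicle mean plus two SD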
MT stabilizer cytotoxicity %: recorded beside MT stabilizer, whose call it bears; toxicity, %; measured here: cytotoxicity by cell density;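 0% = mean cell density of plate MIN control wells and 100% = no cells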
Myeloid diff 2 GFP+ MAC1+ %: also measured in Myeloid diff 2; calls as there; GFP+ MAC1+ double positive, %; measured here: differentiation confirmed by MAC1 staining
Starred values were filed as active, the others as inactive; i = inactive; . = no result given.

Structure,b-catenin transl,b-catenin transl cell count 5 µM,Dynein cargo inh,Dynein cargo inh cytoplasmic EGFP,Dynein cargo inh nuclear GR-EGFP,Dynein cargo inh cell count,MT stabilizer,MT stabilizer Hoechst-high %,MT stabilizer cytotoxicity %,Ins promoter up,Ins promoter up cell count,T cell modulator,T cell modulator vesicle-bound %,TNAP activation fold,PMI inhibitors,Hep lipid drop,Hep lipid drop cells 6.5 µM,Myeloid diff 2,Myeloid diff 2 GFP+ MAC1+ %
C=CCn1c(SCc2ccccc2)nnc1-c1cccnc1,.,.,-0.401,-0.248,0.271,0.0577,2.7,1.7,28.0,.,.,i,37.9,1.1,1.3%,13.6,725,i,6.2
Cc1ccc(-c2nnn(CC(=O)N(c3ccccc3F)C(CC(C)C)C(=O)NCC3CCCO3)n2)cc1 (stereo not drawn),.,.,0.111,-0.176,-0.308,0.107,1.6,1.0,5.6,.,.,i,40.6,1.1,8.4%,.,.,i,1.6
O=C(NCCC(c1ccccc1)c1ccccc1)c1cccs1,.,.,-0.506,-0.258,-0.381,1.24,2.0,1.2,4.3,0.66,1400,i,3.1,1.2,14.4%,-21.0,571,i,0.8
Cc1cc(=O)[nH]c(Nc2ccc(C(=O)OC(C)C)cc2)n1,.,.,-1.49,-0.208,-0.445,0.675,2.7,2.2,8.1,.,.,i,46.4,1.1,8.5%,6.4,736,i,0.7
O=C(Nc1ccc2c(c1)OCO2)c1cc2nc(C3CC3)cc(C(F)(F)F)n2n1,-1.6,1374,0.105,-0.0875,0.566,0.902,3.2,1.3,4.6,-0.24,1750,.,.,1.1,3.4%,.,.,i,6.5
CN1CCN(C(=O)c2cn(C)c3ccc(S(=O)(=O)N(C)C4CCCCC4)cc3c2=O)CC1,.,.,-0.749,-0.195,-0.431,0.309,4.0,2.6,6.4,0.66,1004,i,16.1,1.2,-5.6%,.,.,i,0.8
O=C(Cc1ccc(S(=O)(=O)N2CCCC2)s1)N1CCN(c2ccc(F)cc2)CC1,-0.7,1138,-0.592,-0.3,-0.375,0.414,3.1,1.6,2.1,0.89,1331,i,24.7,1,-2.7%,-12.6,681,i,0.9
O=C(OCC#CCSc1nnc(-c2cccc3ccccc23)o1)c1cccs1,-3.1,801,0.0763,-0.349,0.39,-0.226,3.5,1.4,7.6,0.2,1262,i,12.7,1.1,11.4%,.,.,i,1.0
NC(=O)c1cc(S(=O)(=O)NC2CCCCC2)co1,-2.1,979,0.487,-0.416,0.125,-0.54,2.6,2.1,8.2,-0.34,1404,i,37.9,1.2,-7.2%,.,.,i,1.5
COc1cc(C(c2oc(CO)cc(=O)c2O)c2oc(CO)cc(=O)c2O)cc(OC)c1OC,-1.7,1084,-1.54,-0.225,-0.972,0.567,5.8,2.0,4.2,0.47,1388,i,0.9,1.2,-2.7%,0.7,675,i,0.3
Cc1c(O)cc2n(c1=O)-c1ccccc1C2(C)C,-3.2,528,0.402,-0.136,0.703,-0.412,4.9,2.2,5.3,.,.,i,17.7,1,5.8%,-0.5,720,i,2.1
CCCN1CCC(=NNC(=O)CSc2cc(C)c(Br)cc2C)CC1,0.5,999,-0.257,-0.205,-0.201,-0.00108,1.7,2.2,8.0,0.92,1464,i,43.9,1.3,2.1%,11.3,725,i,0.9
Cc1nc2ccccc2c(=O)n1NC(=O)c1ccccc1Cl,0.4,1336,-0.386,-0.302,0.102,0.199,5.5,2.3,9.0,-0.3,1561,i,11.5,1,0.2%,.,.,i,5.6
COC(=O)c1cc(OC)c(OC)cc1NC(=O)Cn1nnc(-c2ccccc2Cl)n1,.,.,-0.553,-0.222,-0.923,0.626,24.9,12.2,26.0,-0.43,1072,i,52.5,1,20.4%,-6.3,639,i,0.7
CC(C)=CCN1CCN(Cc2nc(-c3ccc(F)cc3)cs2)CC1CCO (stereo not drawn),1.2,1396,-0.363,-0.218,-0.0801,0.667,.,.,.,-0.33,1049,i,40.9,.,.,0.9,702,i,0.0
Cc1ccccc1CNC(=O)/C=C\C(=O)O,2.7,574,0.124,-0.252,0.778,-0.217,1.9,1.2,6.2,0.07,1294,i,32.0,1,-4.4%,-0.4,635,i,0.6
CCn1cc(/C=N\NC(=O)c2ccc(F)cc2)cn1,.,.,0.459,-0.238,0.343,-0.971,0.9,3.7,13.9,0.37,1319,i,43.6,1.1,-2.5%,11.1,758,i,0.7
O=C(CN1C(=O)C2CC=CCC2C1=O)NCC1COc2ccccc2O1 (stereo not drawn),.,.,2.26,0.00713,1.41,-2.34,2.3,1.1,2.5,.,.,i,30.4,1.1,-4.6%,.,.,i,1.9
O=[N+]([O-])c1ccccc1S(=O)(=O)Oc1ccc(/C=N/n2cnnc2)cc1,-2.9,1119,0.376,-0.151,0.344,-0.712,3.3,1.8,0.6,-0.01,1384,i,26.0,0.9,-9.0%,-3.7,633,i,1.0
Cc1onc(-c2ccccc2)c1C(=O)N/N=C/C=C/c1ccccc1,-1.5,1137,-0.0432,-0.244,-0.249,0.82,.,.,.,0.47,1422,i,11.9,.,.,0.5,644,i,1.2
COc1cc(NC(=O)c2cc3nc(C4CC4)cc(C(F)(F)F)n3n2)c(OC)cc1Cl,5.4,1333,0.631,-0.161,0.727,0.79,5.9,11.3,7.4,-1.6,1563,i,11.9,0.9,2.3%,.,.,i,1.7
COc1ccc(-c2[nH]ncc2CN(C)CC2CCCCO2)cc1F (stereo not drawn),1.2,963,0.0353,-0.329,0.319,0.211,.,.,.,0.03,1508,i,24.5,0.9,9.9%,-20.1,586,i,1.5
O=C(N/N=C/C=C/c1ccccc1[N+](=O)[O-])c1cc(-c2cccnc2)nc2ccccc12,0.8,1049,-0.407,-0.243,-0.22,1.04,3.3,5.8,3.3,-0.37,1449,i,24.1,1.8,2.0%,-0.3,688,i,0.2
COC(=O)Cc1ccc(NC(=S)NN2CCOCC2)cc1,0.5,1117,-1.01,-0.236,-0.707,0.0951,3.0,2.9,6.7,0.63,1466,i,4.1,1.1,9.7%,2.6,665,i,0.4
CSc1nc(N)nc(C2CC2)n1,-3.1,1168,-0.781,-0.193,-0.435,0.335,.,.,.,-0.17,1436,i,31.4,.,.,7.9,694,i,0.5
CCC1SC(CC)C(=O)N(CC(=O)Nc2ccc3c(c2)OCO3)C1=O (stereo not drawn),0.0,1100,-0.587,-0.219,-0.263,0.242,1.9,2.8,11.3,0.31,1392,i,56.3,1,18.8%,4.1,735,i,0.1
CN(C)c1cccc(C(=O)NC2CCCCCC2)c1,.,.,0.408,-0.173,0.124,-0.28,3.4,2.1,3.4,-0.14,1406,i,49.7,1.1,9.3%,22.3,732,i,1.3
CC1(C)CC(=O)C(C2=NC(C)(C)Cc3ccccc32)=C(O)C1,-0.1,1165,-0.61,-0.349,-0.249,0.392,4.4,4.7,4.3,0.84,1326,i,11.1,1.1,-4.0%,.,.,i,0.7
COc1cc2nc(COc3ccc(C#N)cc3)n(CC#N)c(=O)c2cc1OC,-1.9,941,-0.466,-0.119,0.0347,-0.718,5.5,3.5,9.7,-0.62,1163,i,30.1,1.1,7.3%,.,.,i,0.7

Assay outcomes from PubChem BioAssay.

This is a random part of the collection (roughly 3% active in at least one column).
